# JNK3 blocker: inhibitors of human JNK3 kinase. P53779. purified JNK3 kinase activity, HTS. inhibition, % at 8 µM. 60,000 tested, 0.61% active. AID 746; in the data active means inhibition above about 17%;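 further: 0% = DMSO and 100% = reference inhibitor; many of its hits are not listed in these tables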
# Her2 expr inh: inhibitors of human Her2 kinase expression; 65,000 tested, 0.69% active; SKBR-3 HER2 protein level, AlphaScreen, 18-24 h; stronger effect = lower value; HER2 level % of control, % at 10 µM; P04626;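 active means HER2 level under 5% of the carrier-only control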;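 further: 100% = DMSO carrier and 0% = 500 nM PU-H71 HSP90 inhibitor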
# Cdc25B block: human M-phase inducer phosphatase 2 inhibition; 65,000 tested, 0.1% active; inhibition, %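 (compounds tested at 10 µM final in the well)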; recombinant Cdc25B, OMFP fluorescence Ex485/Em525; P30305; in the data active means inhibition above about 50%
# Hsp90 block: displaces geldanamycin probe from tumor Hsp90 | P07900 | NCI-N417 lysate Hsp90, Cy3B-geldanamycin FP displacement | inhibition, % at 30 µM | 64,000 tested, 0.35% active | AID 429;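 active means inhibition above 50%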;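 further: 0% = tracer plus lysate wells and 100% = tracer alone without lysate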
# ROCK2 blocker: inhibitors of human Rho kinase 2; inhibition, % at 6 µM; purified ROCK2, Kinase-Glo ATP depletion luminescence; AID 604; O75116; 60,000 tested, 0.35% active;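 active means inhibition above the screen-wide mean inhibition plus 3 SD, cut at about 18% in these data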;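 further: plate controls were DMSO wells for no effect and Y-27632 control wells after no-enzyme background subtraction for full effect; many of its hits are not listed in these tables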
# Target sequence (O75116 whole entry, looked up): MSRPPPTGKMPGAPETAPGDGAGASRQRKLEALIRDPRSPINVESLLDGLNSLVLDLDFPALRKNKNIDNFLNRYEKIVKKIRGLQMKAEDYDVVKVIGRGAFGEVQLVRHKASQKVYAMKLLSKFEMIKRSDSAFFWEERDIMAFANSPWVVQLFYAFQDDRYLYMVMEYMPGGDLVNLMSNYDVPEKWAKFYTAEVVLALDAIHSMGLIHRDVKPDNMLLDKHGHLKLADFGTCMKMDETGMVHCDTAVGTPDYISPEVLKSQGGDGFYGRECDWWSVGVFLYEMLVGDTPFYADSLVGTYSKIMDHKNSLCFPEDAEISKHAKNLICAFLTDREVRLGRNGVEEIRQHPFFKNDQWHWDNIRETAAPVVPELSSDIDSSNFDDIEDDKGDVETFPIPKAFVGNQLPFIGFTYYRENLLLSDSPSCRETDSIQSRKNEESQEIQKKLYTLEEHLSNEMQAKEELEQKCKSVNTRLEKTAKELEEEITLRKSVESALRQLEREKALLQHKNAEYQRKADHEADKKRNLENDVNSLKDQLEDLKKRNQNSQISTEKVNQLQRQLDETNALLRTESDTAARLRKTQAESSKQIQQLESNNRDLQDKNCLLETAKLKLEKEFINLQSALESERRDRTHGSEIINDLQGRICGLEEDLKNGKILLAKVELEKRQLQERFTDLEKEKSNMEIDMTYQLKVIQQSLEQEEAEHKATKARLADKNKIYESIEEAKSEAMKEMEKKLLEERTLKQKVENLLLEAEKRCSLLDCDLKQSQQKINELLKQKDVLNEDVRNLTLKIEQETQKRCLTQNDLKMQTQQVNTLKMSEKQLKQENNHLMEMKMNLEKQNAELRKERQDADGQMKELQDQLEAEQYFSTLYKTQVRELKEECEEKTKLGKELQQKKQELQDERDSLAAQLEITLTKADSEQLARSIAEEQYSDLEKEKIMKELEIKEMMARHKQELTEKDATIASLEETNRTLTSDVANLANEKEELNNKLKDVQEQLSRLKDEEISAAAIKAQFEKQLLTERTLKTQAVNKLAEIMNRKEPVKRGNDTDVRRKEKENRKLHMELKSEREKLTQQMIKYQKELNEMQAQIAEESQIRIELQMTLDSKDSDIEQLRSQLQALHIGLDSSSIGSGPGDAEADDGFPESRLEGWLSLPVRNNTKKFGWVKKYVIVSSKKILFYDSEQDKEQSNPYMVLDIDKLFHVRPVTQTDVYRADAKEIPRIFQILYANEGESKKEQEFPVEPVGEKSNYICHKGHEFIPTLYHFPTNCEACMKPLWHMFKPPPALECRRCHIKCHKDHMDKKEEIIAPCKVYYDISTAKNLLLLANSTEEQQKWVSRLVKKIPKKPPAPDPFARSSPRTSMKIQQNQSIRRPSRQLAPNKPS
# MKP-1 inh: blocks human MKP-1 phosphatase activity | P28562 | recombinant MKP-1, OMFP hydrolysis fluorescence | inhibition, %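 (compounds tested at a single concentration somewhere between 10 and 100 µM)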 | 65,000 tested, 0.15% active;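 active means inhibition above about 50%, limit read from the data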;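 further: 0% = DMSO max control wells and 100% = wells with enzyme stopped by NaOH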
# PKA inh: PKA (human) kinase inhibition. AID 524. 65,000 tested, 0.1% active. PKA Kemptide phosphorylation, Kinase-Glo ATP luminescence. inhibition, % at 6 µM;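 active means inhibition above the screen-wide mean inhibition plus 3 SD, cut at about 21% in these data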; further: many of its hits are not listed in these tables
# Fluor 339 460: intrinsic fluorescence of library compounds, ex339/em460 – biochemical, MLSMR library, data from DPM-DC assay, artefact control, profiling panel; fluorescence fold increase at 10 µM; 65,000 tested, 5.5% active; compound autofluorescence, ex339/em460 nm, NADH buffer; stronger effect = higher value; 1 = no-compound wells, NADH background;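 active means at 10 µM, mean starting fluorescence two-fold or more over control wells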;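 further: signal is the first read of a kinetic run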
# A340 absorber: compounds absorbing at 340 nm. 65,000 tested, under 10 active. compound absorbance at 340 nm, fold over control. fold change at 10 µM. AID 708;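 active means at 10 µM dose, initial 340 nm absorbance at least 2 fold that of control wells; inactive means change under 2 fold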;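 further: initial absorbance extrapolated from kinetic A340 decline of NADH oxidation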
# Starred values were filed as active, the others as inactive; / = not tested or not shown.
SMILES,JNK3 blocker,Her2 expr inh,Cdc25B block,Hsp90 block,ROCK2 blocker,MKP-1 inh,PKA inh,Fluor 339 460,A340 absorber
CCc1c(C)nc(N2CCN(Cc3ccccc3)CC2)[nH]c1=O,2,110,-1,-7,-1,14,0,1.1,1
O=C1CN(C(=O)CSc2nncn2-c2ccccc2)c2ccccc2N1,0,83,-1,-4,-7,30,-1,1.1,1
COC(=O)CSc1nnc(CNC(=O)c2cccs2)n1-c1cccc(C)c1,-3,94,-11,0,1,5,10,1.1,0.98
O=C(O)c1ccc(COc2cccc(CO)c2)cc1,3,98,-11,-7,-4,13,-2,1.1,1
COc1ccc(OC)c(NC(=O)C2CC(=O)n3ncnc3N2)c1 (stereo not drawn),-5,90,7,-2,6,10,9,1.1,1
CCOC(=O)N1CCC(N(CCOC)C(=O)Nc2ccc(Cl)cc2)CC1,2,84,-4,-3,6,7,8,1.1,1.1
CCOc1ccc(C(=O)NCCN(C)C)cc1,-1,73,-4,-6,10,-5,7,1.1,1
O=C(NCCO)c1cc2ccccc2c(=O)s1,-5,73,0,-2,7,4,8,1.2,1.1
CN(C)c1ccc(C(C(=O)NC(C)(C)C)N(C(=O)c2csnn2)C2CC2)cc1 (stereo not drawn),1,101,4,-2,1,1,2,1.1,1
CC(C)OC(=O)CN1C(=O)c2ccccc2C1=O,4,117,-14,2,6,8,9,1.1,1
Cn1c(=O)[nH]c(=O)c2c1nc(SCCN1CCOCC1)n2CCCc1ccccc1,1,92,-12,2,1,10,13,1.1,1
CCOC(=O)CSc1nc2ccccc2c(=O)n1C,8,130,17,-5,6,-17,4,1.1,1
CCOCCCNC(=O)c1ccc(CS(=O)(=O)Cc2ccc(C)cc2)o1,-1,86,-11,-1,0,4,3,1.1,0.99
O=C(NC1CC2CCC(C1)N2C(=O)NC1CCCCC1)NC12CC3CC(CC(C3)C1)C2 (stereo not drawn),1,105,-6,-1,7,20,9,1.1,0.98
Cc1cc(C)nc(SCCS(=O)(=O)Cc2ccccc2)n1,10,109,-1,1,7,-10,7,1.1,1.1
CCc1nnc(NC(=O)c2ccc(OC)cc2OC)s1,-12,98,-7,0,-7,10,-14,1.1,1
CC(C)(C)C(=O)Oc1cc(N)n(S(=O)(=O)c2ccc(F)cc2)n1,0,127,-14,-3,6,-12,6,1.1,1
O=C(COC(=O)c1ccccn1)Nc1cc(Cl)ccc1Cl,0,77,-3,-2,4,-3,12,0.88,1
CC(=O)N1C(=O)N(C)C2C1N(C(C)=O)C(=O)N2C (stereo not drawn),-4,107,-5,3,8,13,4,1,0.99
CN(C)/C=C/C(=O)c1nnn(C2CCCCC2)c1NC1CCCCC1,-3,68,-4,2,0,8,0,1,1.3

# Part of the list above, with two lines to a compound:
# Fields – JNK3 blocker, Her2 expr inh, Cdc25B block, Hsp90 block, ROCK2 blocker, MKP-1 inh, PKA inh, Fluor 339 460, A340 absorber
- Cn1c(=O)[nH]c(=O)c2c1nc(SCCN1CCOCC1)n2CCCc1ccccc1
    1, 92, -12, 2, 1, 10, 13, 1.1, 1
- CCOC(=O)CSc1nc2ccccc2c(=O)n1C
    8, 130, 17, -5, 6, -17, 4, 1.1, 1
- CCOCCCNC(=O)c1ccc(CS(=O)(=O)Cc2ccc(C)cc2)o1
    -1, 86, -11, -1, 0, 4, 3, 1.1, 0.99
- O=C(NC1CC2CCC(C1)N2C(=O)NC1CCCCC1)NC12CC3CC(CC(C3)C1)C2 (stereo not drawn)
    1, 105, -6, -1, 7, 20, 9, 1.1, 0.98
- Cc1cc(C)nc(SCCS(=O)(=O)Cc2ccccc2)n1
    10, 109, -1, 1, 7, -10, 7, 1.1, 1.1
- CCc1nnc(NC(=O)c2ccc(OC)cc2OC)s1
    -12, 98, -7, 0, -7, 10, -14, 1.1, 1

# (next part)
SMILES,JNK3 blocker,Her2 expr inh,Cdc25B block,Hsp90 block,ROCK2 blocker,MKP-1 inh,PKA inh,Fluor 339 460,A340 absorber
CCCCCCSC1=C(C#N)C(c2ccc(C)o2)CC(=O)N1 (stereo not drawn),4,112,-14,-1,3,-24,9,1,0.98
CCN(CC)S(=O)(=O)c1cccc(C(=O)Nc2nncs2)c1,5,73,1,-8,10,-11,6,1.1,1.1
CCOC(=O)N1CCC(NC(=O)c2ccc(OC)c(CN3CC(=O)N4CCCC4C3=O)c2)CC1 (stereo not drawn),/,102,-6,-2,/,14,1,1,1
COc1ccc(CN(C)C2CCCCC2)cc1,-6,110,-8,-5,3,21,4,1.1,1
Cn1c(SCC(=O)Nc2ccc(N3CCOCC3)cc2)nnc1-c1ccccc1,2,106,-4,-11,8,7,7,1.1,1
Cc1ccc2cc(CCNS(=O)(=O)c3ccc(F)cc3)c(=O)[nH]c2c1,2,84,-4,-2,3,11,5,1.2,1.1
CCOCc1nnc(NC(=O)COC)s1,-2,76,11,-2,3,5,10,1.1,1
CCc1ccc(NC(=O)CSc2nnc(Cc3cccn3C)n2-c2ccc(OC)cc2)cc1,-1,101,-10,-9,-4,13,1,1,0.99
Cc1nc(C)c(C(=O)Nc2ccc(C)c(F)c2)o1,0,127,0,-1,-1,6,4,1.1,0.98
COc1ccc(OCCOCC(O)CN2CCOCC2)cc1 (stereo not drawn),-2,112,-4,-1,1,-6,6,1.1,0.98
Nn1c(SCc2cn3ccsc3n2)nnc1-c1ccncc1,6,87,-1,-3,-1,6,-2,1.1,0.99
O=C(CSc1nc(-c2cccs2)cc(C(F)(F)F)n1)NCCCn1ccnc1,3,84,5,0,-4,17,0,1.3,1.2
Cc1ccc2cc(C#N)c(N3CCCN(C(=O)C4CCCO4)CC3)nc2c1C (stereo not drawn),/,107,1,-5,/,10,0,2.4*,0.99
CCOC(=O)c1sc(=NC(=O)c2ccc(S(=O)(=O)N3CC(C)OC(C)C3)cc2)n(C)c1C (stereo not drawn),4,58,-9,-2,7,30,9,3.9*,1
Cc1ccc(C(=O)CC2(O)C(=O)N(Cc3ccccc3Cl)c3ccccc32)o1 (stereo not drawn),5,83,-4,-8,3,15,3,1.1,1
CCN(CC)CCOC(=O)C1(c2ccc(OC)c(OC)c2)CCCC1,-13,136,-10,0,7,-17,0,1.1,0.99
CNC(=O)CN(Cc1ccccc1)S(=O)(=O)c1ccccc1,-11,107,-6,-5,-7,1,4,1.2,1
CCOC(=O)N1CCC(NC(=O)c2cc3ccccn3n2)CC1,-4,83,-8,-6,1,5,6,1.1,1
CCOCCCNC(=O)C(NC(=O)c1ccccn1)c1ccc(C)cc1 (stereo not drawn),/,/,-12,1,/,8,8,1.1,1
COc1ccccc1N(CC(=O)NC1CCCCC1)S(C)(=O)=O,-1,88,2,0,4,1,11,1.1,1
CCn1c(Sc2nc(C)nc3scc(-c4cccs4)c23)n[nH]c1=O,3,31,-6,0,2,-10,10,1,0.99
O=C(NCC1CCCO1)c1c(O)c2cccc3c2n(c1=O)CC3 (stereo not drawn),0,84,-12,-4,12,-30,5,1.5,1
O=C(NCCc1cn2ccccc2n1)c1ccc(Br)o1,6,101,-5,-2,2,1,6,1.2,1
O=C(CSc1nc2c(c(=O)n1-c1ccc(F)cc1)SCC2)NCC1CCCO1 (stereo not drawn),/,/,/,-2,/,2,9,1,1
Cc1cc(N2CCCCC2)nc(SCc2ccc(C#N)cc2)n1,-2,33,-13,0,6,14,10,1.1,1
Cc1cc(NC(=O)CSc2nnc(-c3ccc(S(=O)(=O)N4CCCC4)cc3)n2C)no1,-1,174,5,2,6,-15,6,1.1,0.98
COc1ccc(NC(=O)Cn2nnc(-c3ccccc3N)n2)cc1OC,0,96,4,0,-1,14,3,1,1
CCc1ccc(NC2=NCC(=O)N2Cc2ccc3c(c2)OCO3)cc1,4,75,-5,-1,3,13,9,1.1,1
NC(=O)COC(=O)CCCc1c[nH]c2ccccc12,-4,91,8,-4,0,8,-4,1.1,1
Cc1[nH]nc2c1C(c1ccc(F)cc1)C1=C(CC(C)(C)CC1=O)N2 (stereo not drawn),2,67,-14,-1,-2,5,2,3.1*,1.1
Fc1cnc(N2CCOCC2)nc1N1CCc2ccccc21,0,74,-9,-2,9,16,9,1.6,1.1
COc1cc(NC(=O)NCc2ccncc2)cc(OC)c1OC,-2,84,-4,-3,1,0,9,1.2,1
CCCNC(=O)NC(C(=O)OC)C12CC3CC(CC(C3)C1)C2 (stereo not drawn),3,125,-8,2,3,-4,9,1,0.98
COC(=O)c1cc(OC)c(OC)cc1NC(=O)c1oc2ccccc2c1C,7,113,-2,-4,0,1,-1,2.5*,1.1
OC(CN1c2ccccc2Sc2ccccc21)Cn1nnc2ccccc21 (stereo not drawn),2,71,-13,-2,2,10,6,0.93,1
CCC(=O)Nc1sc(C(=O)N2CCCCC2)c(C)c1C#N,-5,103,-10,-2,-2,12,-8,1.1,1
COc1ccc(C2C(C(=O)Nc3cccc(C)n3)c3ccccc3C(=O)N2C)cc1OC (stereo not drawn),/,87,-3,/,/,11,7,1.1,1
CSc1nc2sc3c(c2c(=O)[nH]1)CCC(C)C3 (stereo not drawn),5,98,-22,-2,4,-10,4,1.1,1
CSc1ccc(CN(C)CC(=O)NC(=O)NC(C)(C)C)cc1,0,101,-2,-1,2,2,12,1.1,1
Cc1ccc(S(=O)(=O)NCc2ccc(C(=O)NCCCN3CCN(C)CC3)cc2)cc1,-3,105,-40,-3,4,21,3,1.1,0.98
O=S(=O)(Nc1ccn(-c2ccccc2)n1)c1ccc(Br)cc1,-7,77,-3,7,-3,4,-7,1.1,1
Nc1nncn1C(=O)CCCN1C(=O)c2ccccc2C1=O,0,70,2,0,1,6,5,1.1,1
Cc1ccc(-c2cc(C(=O)NCc3cccs3)no2)cc1,1,89,-9,-13,4,-3,1,1.1,1
COCCCNC(=O)C1CC(=O)N(c2ccc(C)cc2)C1 (stereo not drawn),1,106,1,-4,3,-15,8,1.1,0.98
O=C(NC1CCCCC1)C1CC(=O)N(c2ccc(Cl)cc2)C1 (stereo not drawn),-4,96,-13,-3,-5,3,7,1,1
CCc1cccc(NS(=O)(=O)c2c(C)n[nH]c2C)c1,-3,86,-6,1,-2,0,-8,1.1,0.99
CCn1c(C(O)c2ccccc2)nc2ccccc21 (stereo not drawn),-1,97,-11,-2,5,1,7,1.1,1.1
O=C(NCc1ccncc1)c1cccc(F)c1,2,117,-4,-20,-3,-5,-2,1.2,1.1
CCCOc1ccc(CC(CC(=O)O)(C(=O)O)C(=O)O)cc1,-1,55,3,0,2,1,-1,1.1,1
Cc1ccc(-c2nc(CSCC(=O)N3CCN(C(=O)c4ccco4)CC3)c(C)o2)cc1,3,108,-1,-7,-5,3,7,1.1,1
# Remaining list, next part.
SMILES,JNK3 blocker,Her2 expr inh,Cdc25B block,Hsp90 block,ROCK2 blocker,MKP-1 inh,PKA inh,Fluor 339 460,A340 absorber
O=C(O)c1ccc(Cl)c2c1C1C=CCC1C(c1ccccn1)N2 (stereo not drawn),0,91,7,12,6,12,8,1.2,1.1
Cc1ccc(C)c(S(=O)(=O)Nc2ccccc2C(=O)Nc2cc(C)on2)c1,/,98,-10,/,/,11,10,2.2*,1.1
Cn1c(SCC(N)=O)nnc1-c1ccccc1,5,93,4,0,2,-27,6,1.1,1
COC(=O)c1ccc(S(=O)(=O)NCCSc2nnc3c4ccccc4n(C)c3n2)cc1,-1,88,8,0,-3,12,0,1.1,1.1
Cc1nc(Sc2nnnn2-c2ccccc2)c(C#N)c(C)c1C,1,109,0,-3,9,-4,8,1.1,1.1
O=C(CCN1C(=O)C2CC=C(Cl)CC2C1=O)NCc1ccco1 (stereo not drawn),-6,115,2,-7,4,9,9,1.1,1
Clc1ccc(CSc2ncccn2)cc1,2,87,5,-1,-4,14,-4,1.1,1
C=C(C)c1cccc(C(C)(C)NC(=O)NCCCN2CCCC2=O)c1,1,88,-7,1,-4,7,-5,1.1,1.1
COc1ccccc1-c1noc(-c2ccccc2C(=O)Nc2ccccc2)n1,2,88,-6,2,1,-28,0,1.1,1
Cc1ccccc1NC(=O)CSc1nnnn1C,2,107,-14,1,3,11,8,1,1
COc1cccc(OCc2nnc(SCC(=O)OC3CCCCC3)n2C)c1,-1,97,-12,-1,5,-10,1,1.1,1
CCCC(c1nnnn1Cc1ccco1)N1CCN(C(=O)c2ccco2)CC1 (stereo not drawn),4,106,-6,-1,-2,0,-1,1.1,1

# High-throughput results deposited in PubChem by several laboratories.

# Some of the compounds tested. The share of hits here may be higher or lower than overall.
